Lipid droplet – hepatic lipid droplet formation modulation | AML12 mouse hepatocytes, oleate lipid droplets, BODIPY imaging | inhibition, % at 6.5 µM | 240,000 tested, 0.4% active | AID 1656;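 active means lipid droplet intensity inhibited by at least 50%, with more than 500 cells counted; inconclusive means wells with under 300 cells, treated as cytotoxic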
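Material: mouse AML12 hepatocyte cell line, fixed after treatment; Timing: compound with oleate, overnight; Technique: high-content imaging of BODIPY-stained droplets and DAPI nuclei; Probe or stimulus: oleate, 100 µM final; Dosing: compound at 6.5 µM only.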
Siah-1 displacement – blockers of Siah-1 interaction with plectin peptide – biochemical, fluorescence polarization, rhodamine-plectin, uHTS, primary screen (AID 1817). Siah-1 / rhodamine-plectin peptide fluorescence polarization; higher % means a stronger effect. 290,000 tested, 0.02% active. displacement, % at 20 µM; hits with a dose series show IC50 in µM;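 active means displacement of at least 50% at 20 µM, with a fluorescence ratio check between 0.3 and a set limit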;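 further: plate controls were Siah plus tracer with DMSO for no effect and tracer alone without Siah for full effect; strong numbers were not always called active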
HIV fusion peptide – cell-free HIV fusion peptide-binding blockers – biochemical, uHTS, fluorescence dequenching, primary screen (AID 1986); inhibition, % at 20 µM, or IC50 in µM where a hit was titrated; 290,000 tested, 0.3% active; cell-free peptide binding, fluorescence dequenching, 30 min; higher % means a stronger effect; in the data active means inhibition mostly above about 52%, no sharp cut-off; inactive means mostly below about 76%; further: some results filed as inactive read as strong as hits
Myeloid diff 2 – promotes myeloid progenitor differentiation; calls only at 10 µM; 360,000 tested, 1% active; ER-HoxA9 myeloid progenitors, lysozyme-GFP differentiation, flow cytometry;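 active means normalized GFP-positive differentiation at or above the plate's own cutoff, the solvent-only control mean plus 3 SD; inconclusive means no clear call, values can overlap the other calls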;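 further: cells exposed to compound for four days before flow analysis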
AID2073 – disruptors of CaV2.2 binding to Mint1 – biochemical, HTRF (AID 2073); HTRF protein-protein interaction, Mint1-CaV2.2; higher % means a stronger effect; 290,000 tested, 0.19% active; inhibition, % at 20 µM, or IC50 in µM where a hit was titrated; in the data active means inhibition mostly above about 51%, no sharp cut-off; inconclusive means no clear call, values can overlap the other calls; inactive means mostly below about 53%; further: some results filed as inactive read as strong as hits
HEK293 NOD2/NF-kB – NOD2 signaling inhibitors, cell-based, luminescence, uHTS, HEK293 (AID 1566); inhibition, % at 4 µM, or EC50 in µM where a hit was titrated; 290,000 tested, 0.63% active; HEK293 NOD2/NF-kB luciferase reporter, luminescence; higher % means a stronger effect; further: many of its hits are not listed in these tables
XIAP antagonists – small molecules displacing peptide from XIAP – biochemical, IAP family, fluorescence polarization (AID 1018); XIAP BIR domain, fluorescence polarization peptide displacement; higher % means a stronger effect; 200,000 tested, 0.007% active; displacement, % at 20 µM; hits with a dose series show IC50 in µM; in the data active means displacement above about 50%; further: a part of the inactive calls stands beside numbers as strong as those of hits
LYP inhibition – PTPN22 lymphoid phosphatase activity blockers – biochemical, fluorescence intensity, uHTS (AID 1779). inhibition, % at 11.5 µM, or IC50 in µM where a hit was titrated. 290,000 tested, 0.054% active. recombinant LYP phosphatase, fluorescence intensity; higher % means a stronger effect;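 further: plate controls were vehicle with enzyme for no effect and no enzyme for full effect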
NS5 inhibitors – flavivirus cap methylation enzyme inhibition – biochemical, confirmation dose response, primary screen (AID 588689); 340,000 tested, 0.3% active; Dengue-2 NS5 methyltransferase capping enzyme assay, biochemical; higher % means a stronger effect; one-dose inhibition, % at 25 µM; IC50 in µM for titrated hits; in the data active means a potency from the dose series; inconclusive means inhibition above about 29% without an active follow-up result
Lipid droplet cells 6.5 µM – further read-out of Lipid droplet, marked with its call; cell count; measured here: cell count, cytotoxicity flag;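 cells counted across two imaged fields per well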
Myeloid diff 2 GFP+ MAC1+ % – further read-out of Myeloid diff 2, marked with its call; GFP+ MAC1+ double positive, %; measured here: differentiation confirmed by MAC1 staining
Numbers without * were called inactive; i = inactive; ? = inconclusive; / = not tested or not shown; + = active, no number. Unless noted, no stated cut-off is given here; in the data, active means inhibition above about 50%; inactive means the rest. An excerpt; the hit share may differ from the screen's.

SMILES	Lipid droplet	Lipid droplet cells 6.5 µM	Siah-1 displacement	HIV fusion peptide	Myeloid diff 2	Myeloid diff 2 GFP+ MAC1+ %	AID2073	HEK293 NOD2/NF-kB	XIAP antagonists	LYP inhibition	NS5 inhibitors
COc1ccccc1N1CCN(C2CCCN(C(=O)CCc3cnn(C)c3)C2)CC1 (centres undefined)	-7	788	2%	2.1%	i	1.1	13%	9%	/	-6%	-4%
CSc1ccccc1C(=O)N1CCN(c2ccc(F)cc2)CC1	15	810	1%	1.1%	i	1.0	-9%	-2%	-4.7%	-2%	-3%
CSc1nnc(-c2ccncc2)n1/N=C/c1cn(-c2ccccc2)nc1-c1ccc(Cl)cc1	-23	681	21%	-0.8%	i	0.3	10%	-8%	/	3%	8%
Cc1cc(NC(=O)CCC(=O)N(CC(=O)NC2CCCC2)c2ccc(Cl)cc2)no1	-8	706	-1%	0.8%	i	0.3	-2%	19%	/	-14%	-1%
CC[C@H](C)[C@@H]1NC(=O)c2cc([N+](=O)[O-])cc(I)c2NCC[C@@H](C(N)=O)NC(=O)[C@H](CCCN=C(N)N)NC1=O	16	754	1%	-1.2%	/	/	1%	14%	-8.7%	-10%	/
Oc1[nH]c2ccccc2c1N=Nc1ccccc1	2	666	2%	146%	i	0.0	-11%	-106%	/	-1%	-11%
CN(Cc1ccccc1)C(=O)CN(c1ccc(F)cc1)S(=O)(=O)c1ccc2c(c1)OCCO2	-13	713	0%	-1.5%	i	0.4	10%	-6%	-9.8%	-5%	1%
COc1ccc(C(=O)O)cc1Nc1cc(C)nc2ncnn12	/	/	3%	-3.2%	i	3.9	?	-4%	-0.4%	-8%	-1%
CC(=O)Nc1ccc(C(=O)Nc2cc(C)on2)cc1	/	/	-3%	-1.0%	i	0.4	11%	-18%	/	-8%	3%
CC1(C)CC(=O)C(C=Nc2cccnc2)=C(O)C1	/	/	-4%	-4.1%	i	1.0	6%	11%	-5.8%	-12%	-4%
CCOP(=O)(OCC)C(NC(=O)C(F)(F)F)c1ccccc1 (centres undefined)	25	739	1%	2.4%	i	0.9	10%	3%	-3.4%	5%	3%
Cc1ccc(C)c(N=C2CCCN2Cc2ccccc2)c1C#N	-34	686	-5%	2.1%	i	2.3	4%	-1%	-5.0%	-6%	0%
Cc1ccc(S(=O)(=O)NC(C)(C)CSc2nncn2N)cc1	1	678	-5%	0.4%	i	0.8	-1%	-7%	-6.0%	-1%	0%
Cc1onc(-c2ccccc2)c1-c1n[nH]c(=S)n1-c1ccc(C(=O)O)cc1	1	707	4%	2.1%	i	0.9	-10%	19%	-5.4%	-6%	-13%
CC1=NN(c2ccccc2)C(=O)C1C=Nc1ccccc1O (centres undefined)	2	650	13%	-0.8%	+	1.9*	-2%	12%	/	-1%	-4%
CCN(CC)c1ccc([N+](=O)[O-])cc1/C=N/NC(=O)CC#N	-19	662	0%	0.5%	i	0.1	-1%	-14%	-4.5%	5%	-3%
COc1ccc(Cl)cc1S(=O)(=O)N1CCCC(C(=O)N2CCOCC2)C1 (centres undefined)	/	/	-4%	1.3%	i	1.2	4%	-5%	/	-1%	-5%
Cn1nc(C(F)(F)F)c2cc(C(=O)O)sc21	-1	688	-1%	0.5%	i	0.0	-5%	-4%	-10%	-8%	-6%
O=C(Nc1ccncc1)c1c(F)c(F)c(F)c(F)c1F	-2	819	1%	-0.5%	i	0.3	26%	9%	/	-8%	-11%
CCOC(=O)c1ccc2c(c1)nc(SCC(=O)N1CCOCC1)n2CC	27	682	17%	0.9%	i	0.7	10%	15%	-4.9%	-5%	-5%
O=C(NCCNC(=O)c1cc(OCC(F)(F)F)ccc1OCC(F)(F)F)Nc1ccccc1	/	/	0%	0.3%	i	1.5	2%	0%	-5.6%	1%	-2%
CCn1cc(C(=O)NCCCN(CC(C)C)CC(C)C)c(=O)c2cc(S(=O)(=O)N3CCOCC3)ccc21	-30	669	-7%	0.8%	i	0.0	18%	19%	/	-4%	1%
COc1ccccc1CNC(=O)N1CCN(S(=O)(=O)c2ccc(Cl)cc2)CC1	2	834	-3%	0.6%	i	1.5	-4%	21%	/	-8%	-7%
CC(=O)c1ccc(N/N=C(/C(N)=O)C2=NC(C)(C)Cc3ccccc32)cc1	4	559	2%	-2.0%	i	0.6	-4%	-23%	-8.0%	1%	-3%
Cc1cc2ncn(CCCCOc3ccccc3)c2cc1C	5	749	2%	2.8%	i	1.1	-11%	8%	-1.5%	-5%	-6%
SMILES	Lipid droplet	Lipid droplet cells 6.5 µM	Siah-1 displacement	HIV fusion peptide	Myeloid diff 2	Myeloid diff 2 GFP+ MAC1+ %	AID2073	HEK293 NOD2/NF-kB	XIAP antagonists	LYP inhibition	NS5 inhibitors
CCc1nc(C)cn1S(=O)(=O)c1cc(C)c(OC)cc1C	/	/	3%	-0.9%	i	2.4	6%	11%	0.2%	-8%	-3%
COC(=O)c1ccc(Sc2ccccn2)c([N+](=O)[O-])c1	-4	454	-1%	1.8%	i	0.3	0%	-5%	-2.9%	3%	-4%
CC1CCc2c(sc3nc(CN4CCOCC4)nc(NS(=O)(=O)c4cccc([N+](=O)[O-])c4)c23)C1 (centres undefined)	16	772	-2%	0.1%	i	1.0	5%	-16%	-9.3%	1%	7%
O=C(NC1CCCC1)C(c1ccccn1)N(C(=O)c1csnn1)c1ccc(F)cc1 (centres undefined)	-1	773	0%	0.4%	i	0.6	-6%	2%	/	-13%	-1%
Cc1cc(C)c(C#N)c(Oc2ccc(F)cc2)n1	/	/	-1%	-2.0%	i	0.9	-2%	-2%	-3.5%	-10%	-3%
O=S1(=O)CCOC[C@H](CC2CCCCC2)N1Cc1cccc(Cl)c1	-22	783	-2%	-1.2%	i	2.3	7%	-3%	/	-17%	-9%
CCOc1ccc2nc(SCC(=O)c3ccc(O)cc3O)sc2c1	/	/	2%	-1.3%	i	0.3	1%	44%	/	-10%	-1%
Cc1cc(C)c(S(=O)(=O)c2ccccc2)c(OC(=O)c2c(Cl)cccc2Cl)n1	/	/	-2%	-0.8%	i	0.3	-4%	20%	-1.2%	3%	2%
CCc1ccc(N(CC(=O)NCC2CCCO2)C(=O)CCC(=O)Nc2nccs2)cc1 (centres undefined)	1	844	5%	1.1%	i	0.7	11%	3%	/	-5%	-8%
CC(C)CNc1nc(N)c([N+](=O)[O-])c(NCc2ccccc2)n1	20	855	0%	2.5%	i	0.7	13%	5%	/	3%	6%
O=C(NCCCN1CCOCC1)c1cc2c(s1)CCCC2	0	741	2%	-1.1%	i	1.0	-1%	-10%	-2.8%	-7%	-1%
CC(=O)Nc1ccc(S(=O)(=O)N/N=C/c2cccnc2)cc1	7	828	-3%	-1.7%	i	0.7	-44%	-7%	/	-7%	-9%
O=C1c2ccccc2NC(c2ccc(F)cc2)N1Cc1ccccc1 (centres undefined)	0	818	-4%	-1.8%	i	0.6	12%	-2%	/	-8%	-1%
Clc1ccc(-n2nnnc2-c2ccccc2)cc1Cl	/	/	3%	-2.0%	i	5.4	-21%	14%	-4.2%	-9%	-1%
CCC(C)N1CC(C(=O)NC2CCCCC2)CC1=O (centres undefined)	/	/	5%	0.6%	i	1.1	8%	8%	-0.7%	0%	-1%
Cc1cc(C)cc(NC(=O)CSc2nncn2-c2ccccn2)c1	1	555	0%	0.8%	i	0.3	-12%	21%	-0.4%	-5%	7%
Cc1cc(C)c(/C=N/NC(=O)c2nnn(-c3nonc3N)c2COc2ccc(F)cc2)c(C)c1	16	754	-3%	0.7%	i	0.1	18%	0%	/	7%	/
CCn1cc(C(=O)NCc2cccc(C(F)(F)F)c2)c(=O)c2ccc(C)nc21	6	855	4%	2.6%	i	0.8	2%	15%	/	-1%	-8%
Nc1cc(=O)[nH]c(SCC(=O)Nc2cc(Cl)ccc2Cl)n1	-15	753	1%	-1.8%	i	0.6	-12%	3%	/	-8%	5%
CSc1nsc(SC)c1CO	-1	688	-1%	-1.1%	i	0.3	2%	6%	/	-2%	7%
CN(c1ccccc1)S(=O)(=O)c1ccc(NC(=O)c2ccccc2)cc1	-8	786	1%	0.6%	i	0.1	7%	-6%	-6.0%	-3%	-1%
COc1ccc(/C=N/S(=O)(=O)c2ccc(C)cc2)cc1	4	695	-3%	-1.7%	i	0.6	9%	7%	-4.2%	0%	-6%
CC(C)CCn1cnc2c(c1=O)c1nc3ccccc3nc1n2Cc1ccc2c(c1)OCO2	/	/	-4%	-3.3%	i	0.0	15%	15%	2.2%	-7%	-5%
COc1cccc([C@H](O)Cn2cc(-c3ccc(CON=C(C)C)cc3)nn2)c1	-3	763	-2%	0.2%	/	/	-1%	7%	-5.8%	-6%	/
Cc1ccc(C(=O)Nc2ccc3c(c2)CCC3)cc1S(=O)(=O)N1CCOCC1	-5	627	3%	-0.4%	i	0.2	11%	-14%	-3.7%	-9%	-12%
SMILES	Lipid droplet	Lipid droplet cells 6.5 µM	Siah-1 displacement	HIV fusion peptide	Myeloid diff 2	Myeloid diff 2 GFP+ MAC1+ %	AID2073	HEK293 NOD2/NF-kB	XIAP antagonists	LYP inhibition	NS5 inhibitors
COc1cc(C(=O)NC2=C(C#N)CCC2)cc(OC)c1OC	32	697	0%	-1.4%	i	0.4	5%	18%	-2.6%	-6%	-19%
CCCn1c(=N)c(C(=O)NCC2CCCO2)cc2c(=O)n3cccc(C)c3nc21 (centres undefined)	/	/	1%	1.4%	i	0.5	27%	4%	1.3%	-68%	1%
CS(=O)(=O)N(CC(=O)NCCSCc1ccccc1)c1ccccc1	-10	719	2%	-1.2%	i	0.8	-3%	4%	-6.0%	1%	6%
COc1ccc(C(=O)n2nc(-c3ccco3)nc2N)cc1OC	-16	728	4%	-1.8%	i	0.6	22%	-9%	-6.2%	-2%	-7%
CCOC(=O)C1CCc2sc(N)c(C#N)c21 (centres undefined)	17	729	3%	9.4%	i	2.6	-20%	-2%	-6.9%	-5%	3%
O=C(CN1CCN(c2ccc(O)cc2)CC1)Nc1cc(S(=O)(=O)N2CCOCC2)ccc1Cl	-1	558	27%	12%	i	0.1	50%	19%	-12%	7%	1%
COc1ccc2c(CC(=O)O)cc(=O)oc2c1	-18	666	17%	0.0%	i	0.9	8%	12%	/	-3%	-1%

Filtered by structure, the compounds so far containing a thiophene ring, fused or not (four)
SMILES	Lipid droplet	Lipid droplet cells 6.5 µM	Siah-1 displacement	HIV fusion peptide	Myeloid diff 2	Myeloid diff 2 GFP+ MAC1+ %	AID2073	HEK293 NOD2/NF-kB	XIAP antagonists	LYP inhibition	NS5 inhibitors
Cn1nc(C(F)(F)F)c2cc(C(=O)O)sc21	-1	688	-1%	0.5%	i	0.0	-5%	-4%	-10%	-8%	-6%
CC1CCc2c(sc3nc(CN4CCOCC4)nc(NS(=O)(=O)c4cccc([N+](=O)[O-])c4)c23)C1 (centres undefined)	16	772	-2%	0.1%	i	1.0	5%	-16%	-9.3%	1%	7%
O=C(NCCCN1CCOCC1)c1cc2c(s1)CCCC2	0	741	2%	-1.1%	i	1.0	-1%	-10%	-2.8%	-7%	-1%
CCOC(=O)C1CCc2sc(N)c(C#N)c21 (centres undefined)	17	729	3%	9.4%	i	2.6	-20%	-2%	-6.9%	-5%	3%

Assay outcomes from PubChem.
